TEAD-YAP block: TEAD-YAP interaction inhibition; HEK-TIYL cells, TEAD-Gal4/YAP UAS-luciferase luminescence; inhibition, % at 9.12 µM; 1.4% of 640,000 active; AID 1259422; in the data active = inhibition above about 32%;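 also: 0% = median of test compound wells and 100% = reference inhibitor wells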
MITF inh: human MITF inhibition, primary screen; O75030; AlphaScreen MITF homodimerization, bead proximity signal; inhibition, % at 2.6 µM; 0.91% of 650,000 active; AID 1259374; in the data active = inhibition above about 50%;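 also: 0% = vehicle wells with protein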
Target sequence (O75030 whole entry, looked up): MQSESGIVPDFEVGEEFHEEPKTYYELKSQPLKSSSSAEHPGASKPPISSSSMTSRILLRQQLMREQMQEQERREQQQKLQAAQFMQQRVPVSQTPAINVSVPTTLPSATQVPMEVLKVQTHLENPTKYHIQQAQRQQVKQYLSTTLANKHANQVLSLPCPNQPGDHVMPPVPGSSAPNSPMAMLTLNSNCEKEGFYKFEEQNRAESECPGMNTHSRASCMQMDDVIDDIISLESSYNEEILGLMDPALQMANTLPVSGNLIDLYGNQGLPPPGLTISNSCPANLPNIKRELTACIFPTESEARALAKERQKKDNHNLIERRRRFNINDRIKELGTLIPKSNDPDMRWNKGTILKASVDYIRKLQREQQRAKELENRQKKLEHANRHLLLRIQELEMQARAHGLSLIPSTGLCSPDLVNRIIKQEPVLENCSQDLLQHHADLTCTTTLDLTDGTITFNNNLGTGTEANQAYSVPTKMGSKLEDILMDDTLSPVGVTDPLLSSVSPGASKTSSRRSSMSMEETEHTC
FBW7 activator: human FBW7 E3 ligase activation, primary screen. Q969H0. AlphaScreen FBW7–phospho-cyclin E peptide binding, activator screen. normalized activity (activation), % at 26.1 µM. 0.13% of 650,000 active. AID 1259310; in the data active = normalized activity above about 1.9%;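 also: purified mutant Fbw7 with reduced substrate affinity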
GPR151 activ: activates the human receptor GPR151. Q8TDV0. PathHunter beta-arrestin GPR151 cells, luminescence. activation, % at 11.2 µM. 1% of 650,000 active. AID 1508602; in the data active = activation above about 4.9%;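 also: 0% = median of compound wells and 100% = cells with positive control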
Target sequence (Q8TDV0 whole entry, looked up): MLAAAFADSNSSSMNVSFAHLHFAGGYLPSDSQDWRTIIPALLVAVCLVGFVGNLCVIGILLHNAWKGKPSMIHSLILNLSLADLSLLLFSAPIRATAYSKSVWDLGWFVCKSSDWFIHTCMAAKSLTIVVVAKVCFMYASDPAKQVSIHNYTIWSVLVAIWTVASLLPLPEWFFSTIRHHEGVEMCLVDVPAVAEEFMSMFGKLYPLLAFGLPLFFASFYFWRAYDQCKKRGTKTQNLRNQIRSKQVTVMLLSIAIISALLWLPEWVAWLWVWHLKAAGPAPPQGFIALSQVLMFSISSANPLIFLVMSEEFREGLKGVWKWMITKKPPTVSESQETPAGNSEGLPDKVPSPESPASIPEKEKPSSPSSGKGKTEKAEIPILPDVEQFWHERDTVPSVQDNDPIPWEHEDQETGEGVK
* hit, by the source's call.

entry | smiles | TEAD-YAP block | MITF inh
1 | CCOP(=O)(OCC)C(Nc1ccccn1)c1ccccc1 (stereo not drawn) | 16 | 12
2 | O=C(c1cnn2c1NC(c1ccco1)CC2C(F)(F)F)N1CCN(Cc2ccccc2)CC1 (stereo not drawn) | 45* | 28
3 | CC(C)c1ccc(OCC(=O)N2CCOCC2)c(Br)c1 | -35 | 4
4 | CN(C1=C(Cl)C(=O)OC1OC(=O)c1ccccc1)c1ccccc1 (stereo not drawn) | 2 | 18
5 | COc1ccc(CCNC(=O)C/C(C)=N/NC(=O)OC(C)(C)C)cc1OC | -50 | 13
6 | Cc1ccc(CN(CC(=O)NC2CC2)S(=O)(=O)c2ccc(Br)cc2)cc1 | 1 | 16
7 | CC(Cc1ccc2c(c1)OCO2)CN1CCc2nncn2CC1 (stereo not drawn) | -1 | 3
8 | O=C(Nc1ccc(Br)cc1)/C(=C/c1ccc([N+](=O)[O-])cc1)NC(=O)c1ccccc1 | -3 | 2
9 | COc1ccccc1NC(=O)c1ccc2c(c1)C(=O)N(c1ccc(Br)cc1)C2=O | 11 | 6
10 | Cc1c(NC(=O)COC(=O)c2ccc3ccccc3c2)c(=O)n(-c2ccccc2)n1C | -6 | 10
11 | CCOc1ccc(-c2cnc(NCc3ccccc3)n2C)cc1 | 3 | 29
12 | CSc1nc2sccn2c(=O)c1C(=O)NCc1cccnc1 | 4 | 11
13 | O=C(NCCc1ccc(O)cc1)c1cncc(-c2cccs2)c1 | -5 | 35
14 | C=C(C)CONC(=O)c1cnc2sc(C)cn2c1=O | -69 | 1
15 | CCOC(=O)c1ccccc1NC(=O)CSc1nc2c([nH]c3ccccc32)c(=O)n1CC | -4 | -12

entry | FBW7 activator | GPR151 activ
1 | 0.1 | 1.0
2 | 0.0 | -1.1
3 | -0.1 | 3.2
4 | 0.7 | -0.7
5 | 0.3 | -0.6
6 | 0.9 | -1.3
7 | 0.0 | 2.1
8 | -0.2 | -1.2
9 | 0.5 | -0.2
10 | 0.0 | -0.6
11 | -0.1 | 0.1
12 | 0.3 | 0.3
13 | -0.1 | -0.8
14 | 0.1 | -0.1
15 | -0.1 | 1.1

(next part)
entry | smiles | TEAD-YAP block | MITF inh
16 | CCN(CC)S(=O)(=O)c1cc(C(=O)Nc2ccc(NC(=O)c3ccccc3)cc2)ccc1C | -5 | -5
17 | CC1(C)COC(CCCOc2ccc(Cl)cc2Cl)=N1 | -42 | 5
18 | Cc1ccc(CNC(=O)CSc2nc3cc4c(cc3c(=O)n2Cc2ccc(C(=O)N3CCN(c5ccccc5)CC3)cc2)OCO4)cc1 | -1 | -1
19 | CC(NC(=O)C1CCOCC1)c1nnc2n1CCN(Cc1c(F)cccc1Cl)CC2 (stereo not drawn) | 7 | -19
20 | CCOc1ccc(NC(=O)c2ccccc2)c([N+](=O)[O-])c1 | -4 | 10
21 | COc1ccc(-c2cc(NCCc3ccc(OC)c(OC)c3)ncn2)cc1 | 0 | 2
22 | O=C(Nc1ccccc1C(F)(F)F)c1nn2c(c1Br)NC(c1cccs1)CC2C(F)(F)F (stereo not drawn) | 5 | 8
23 | CCC(C)N1C(=O)CN(C2CCCCCC2)C(=O)C1c1ccc(F)cc1 (stereo not drawn) | -1 | 6
24 | O=[N+]([O-])c1ccc(N2CCN(Cc3nnnn3C3CCCCC3)CC2)cc1 | 2 | 0
25 | Cc1nc2c(-c3ccccc3)c(C)nn2c(C)c1CC(=O)N1CCC(C)CC1 | 3 | 8
26 | O=C1OC(/C=C/c2ccc(Cl)cc2)=NC/1=C/c1ccccc1Cl | 2 | 4
27 | CSCC(=O)N1CCCC(CNC(=O)c2ccccc2Cl)C1 (stereo not drawn) | 6 | -1
28 | CCN(CCCNC(=O)c1[nH]c(C)c(C(C)=O)c1C)c1cccc(C)c1 | 3 | 5
29 | COc1cccc(OCC(=O)Nc2ccc(Cl)cc2C(=O)O)c1 | 7 | 6
30 | COc1ccc(Cl)cc1C(=O)Nc1nc2c(F)cc(F)cc2s1 | -6 | -6

entry | FBW7 activator | GPR151 activ
16 | -0.1 | -0.5
17 | 0.0 | 0.1
18 | 0.1 | 0.7
19 | 0.0 | 1.9
20 | -0.1 | 1.9
21 | -0.1 | 1.1
22 | 0.3 | -1.1
23 | 0.1 | -2.3
24 | 0.0 | -0.2
25 | -0.2 | 0.5
26 | -0.1 | 0.0
27 | 0.3 | -1.8
28 | -0.1 | 1.2
29 | 0.2 | -0.4
30 | 0.1 | -0.5

An excerpt from above, limited to GPR151 activ, TEAD-YAP block and FBW7 activator.
cpd	molecule	GPR151 activ	TEAD-YAP block	FBW7 activator
18	Cc1ccc(CNC(=O)CSc2nc3cc4c(cc3c(=O)n2Cc2ccc(C(=O)N3CCN(c5ccccc5)CC3)cc2)OCO4)cc1	0.7	-1	0.1
19	CC(NC(=O)C1CCOCC1)c1nnc2n1CCN(Cc1c(F)cccc1Cl)CC2 (stereo not drawn)	1.9	7	0.0

(next part)
entry | smiles | TEAD-YAP block | MITF inh
31 | OCC1OC(Nc2ccccc2NC2OC(CO)C(O)C(O)C2O)C(O)C(O)C1O (stereo not drawn) | -86 | -18
32 | COc1ccc(CCNC(=O)c2cc3ccccn3n2)cc1OC | -4 | 7
33 | Cc1nn(C)c(C)c1-c1nc2c(NCCCN3CCCC3=O)ncnc2n1C(C)C | 2 | 2
34 | COc1cc(/C(C)=N/NC(=O)c2cc(-c3cccc4ccccc34)n[nH]2)ccc1O | -49 | 9
35 | COc1ccc(C(=O)CNCC2CCCO2)cc1OC (stereo not drawn) | 2 | 69*
36 | Cc1ccc(CNn2cn[nH]c2=S)cc1 | 7 | 0
37 | Cc1ccc(NC(=O)C2OC3OC(C)(C)OC3C3OC(C)(C)OC23)cc1F (stereo not drawn) | 9 | 15
38 | O=C(NCCc1ccccc1)c1ccccc1NS(=O)(=O)c1ccc(Cl)cc1 | 6 | 3
39 | OCCC1CN(Cc2cccs2)CCN1Cc1ccccc1F (stereo not drawn) | -1 | -4
40 | O=C1NC(=Nc2ccc(Br)cc2)S/C1=C\c1ccc(O)cc1 | 12 | -13
41 | COc1cccc(OCC(O)CN2CC(C)OC(C)C2)c1 (stereo not drawn) | -2 | -7
42 | Cc1cccc(NC(=O)C(=O)NCCC2CCCCN2S(=O)(=O)c2ccccc2)c1C (stereo not drawn) | 0 | 7
43 | COc1ccc(CCc2nnc(CCC(=O)NCc3ccc(C)cc3)o2)cc1 | -7 | 17
44 | CCOC(=O)c1c(NC(=O)C(c2ccccc2)c2ccccc2)sc(C(C)=O)c1C | -1 | 3
45 | COCCn1c(SCC(=O)Nc2cc(C)cc(C)c2)nc2c(c1=O)SCC2 | -8 | 4

entry | FBW7 activator | GPR151 activ
31 | -0.3 | -1.3
32 | 0.0 | 0.4
33 | 0.1 | -0.8
34 | 1.1 | 0.0
35 | -0.2 | 0.3
36 | 0.0 | 0.0
37 | 0.8 | 0.8
38 | 0.3 | 0.8
39 | -0.2 | 1.5
40 | 0.0 | 0.7
41 | -0.1 | 0.5
42 | 0.0 | 0.1
43 | 0.0 | -1.7
44 | 0.0 | 0.2
45 | 0.0 | -0.1

(listing goes on)
entry | smiles | TEAD-YAP block | MITF inh
46 | Cc1[nH]c2ccccc2c1C1CCN(S(=O)(=O)c2ccc([N+](=O)[O-])cc2)CC1 | -1 | -10
47 | CCOC(=O)C1=CN(C)C=C(C(=O)OCC)C1c1ccc(Cl)cc1 | -9 | -34
48 | CCCc1nnc(SCC(=O)O)n1CC | -9 | -11
49 | O=S(=O)(Cc1ccc(F)cc1)NCC(c1ccsc1)N1CCOCC1 (stereo not drawn) | 6 | 78*
50 | NC(=O)CSc1nnc(Cc2ccccc2)n1-c1ccc(Cl)cc1 | 5 | 7
51 | NC(=O)Nc1ccc(C(=O)OCC(=O)Nc2ccc([N+](=O)[O-])cc2C(F)(F)F)cc1 | -3 | 4
52 | CCOC(=O)C1=C(O)/C(=C/c2ccc(OC)cc2)SC1=Nc1ccc([N+](=O)[O-])cc1 | 17 | 2
53 | O=C(Oc1ccc(Cl)cc1Cl)c1ccc(Br)cc1 | -1 | 5
54 | CCCCSN1C(=O)c2ccccc2C1=O | 3 | 4
55 | CC(C)n1cnc2c(NCCCN3CCCC3=O)nc(Nc3ccc(C(F)(F)F)cc3)nc21 | 2 | -13
56 | O=C1c2cccnc2C(=O)N1c1ccc(F)cc1 | 3 | 51*
57 | COc1cc2ccccc2cc1C(=O)Nc1ccc(-c2cc3ccccc3oc2=O)cc1 | 6 | 0
58 | O=C(CSCC(=O)Nc1ccccc1C(F)(F)F)Nc1ccccc1 | 2 | -1
59 | Cc1ccc(C(=O)NNC(=O)c2ccc(-n3cnnn3)cc2)cc1NC(=O)c1ccco1 | -5 | 7
60 | O=C(O)c1cccc(S(=O)(=O)N2CCOCC2)c1 | -1 | 13

entry | FBW7 activator | GPR151 activ
46 | -0.1 | 0.0
47 | 0.2 | -1.8
48 | -0.2 | -0.1
49 | 0.0 | 0.1
50 | -0.2 | -0.8
51 | 0.8 | -0.1
52 | -0.1 | -0.5
53 | -0.1 | -0.5
54 | 0.1 | -1.6
55 | 0.1 | 0.3
56 | -1.0 | 0.8
57 | -0.3 | -0.8
58 | -0.2 | -0.2
59 | 0.6 | 0.2
60 | 0.1 | -0.5

In the list so far, 5 have a thiophene ring, fused or not.
entry | smiles | TEAD-YAP block | MITF inh
13 | O=C(NCCc1ccc(O)cc1)c1cncc(-c2cccs2)c1 | -5 | 35
22 | O=C(Nc1ccccc1C(F)(F)F)c1nn2c(c1Br)NC(c1cccs1)CC2C(F)(F)F (stereo not drawn) | 5 | 8
39 | OCCC1CN(Cc2cccs2)CCN1Cc1ccccc1F (stereo not drawn) | -1 | -4
44 | CCOC(=O)c1c(NC(=O)C(c2ccccc2)c2ccccc2)sc(C(C)=O)c1C | -1 | 3
49 | O=S(=O)(Cc1ccc(F)cc1)NCC(c1ccsc1)N1CCOCC1 (stereo not drawn) | 6 | 78*

entry | FBW7 activator | GPR151 activ
13 | -0.1 | -0.8
22 | 0.3 | -1.1
39 | -0.2 | 1.5
44 | 0.0 | 0.2
49 | 0.0 | 0.1

Other results
entry | smiles | TEAD-YAP block | MITF inh
61 | COc1ccc(CN2CCN(Cc3cc(OC)c(OC)cc3[N+](=O)[O-])CC2)cc1OC | 10 | 68*
62 | Cc1cccc(N2C(=O)CSC23C(=O)Nc2ccc(Br)cc23)c1 (stereo not drawn) | 10 | -1
63 | Cc1nc(N2CCN(C(=O)COc3ccccc3)CC2)cc(-n2ccnc2)n1 | 1 | 3
64 | COc1ccc(NC(=O)CSc2nnc3n2CCN3c2ccccc2)cc1OC | 3 | -3
65 | O=C(NCC1CCCO1)c1cccc(N2C(=O)c3ccc([N+](=O)[O-])cc3C2=O)c1 (stereo not drawn) | -8 | -5
66 | CCOC1OC(=O)C(Cl)=C1Nc1ccccc1 (stereo not drawn) | -4 | 13
67 | O=C(CCS(=O)(=O)c1ccccc1)Nc1nc2ccc(Br)cc2s1 | -4 | 10
68 | CN1CCN(c2ccc(-c3nc(NCc4cccnc4)c4ncn(C5CCCCC5)c4n3)cc2)CC1 | 2 | 7
69 | C=CCNCc1cccn1-c1sc2c(c1C#N)CCCC2 | 8 | 21
70 | OCc1cnn(-c2ccccc2)c1-n1cccc1 | 9 | 7
71 | COc1ccccc1OCCn1c(SCC(N)=O)nc2ccccc21 | -9 | 13
72 | c1cncc(-c2n[nH]c(C3CCCN3)n2)c1 (stereo not drawn) | -7 | -5
73 | CSCCC(NC(=O)c1ccccc1)C(=O)OCC(=O)Nc1sc2c(c1C#N)CCCC2 (stereo not drawn) | 10 | 8
74 | COc1cc(/C=C2/C(=O)NN(c3ccc(C)cc3)C2=O)c([N+](=O)[O-])cc1OC | -2 | 5
75 | C/C(CC(=O)Nc1ccc(N(C)C)cc1)=N\NC(=O)c1cccc(C)c1 | -28 | -6

entry | FBW7 activator | GPR151 activ
61 | 0.0 | -0.3
62 | 0.0 | -0.1
63 | 0.1 | 0.7
64 | -0.1 | 1.5
65 | -0.1 | -0.6
66 | 0.2 | -0.5
67 | 0.3 | -1.3
68 | -0.2 | 1.1
69 | 0.3 | -1.1
70 | -0.1 | -0.1
71 | 0.1 | -0.1
72 | -0.6 | 0.5
73 | 0.1 | -0.3
74 | 0.3 | -1.4
75 | -0.5 | 0.8

More entries.
entry | smiles | TEAD-YAP block | MITF inh
76 | CC(=O)Oc1ccc(N2C(=O)c3ccc(N)cc3C2=O)cc1 | 13 | -6
77 | CC(=O)N1N=C(c2ccco2)CC1c1cc2cc(C)ccc2[nH]c1=O (stereo not drawn) | 13 | 18
78 | COc1cccc(C2Nc3ccccc3-c3nnc(SCc4ccccc4)nc3O2)c1 (stereo not drawn) | 0 | 16
79 | CCCCN1C(=O)/C(=C/C=C2\SCCN2C)SC1=S | -49 | 13
80 | CCC(Oc1ccccc1)C(=O)Nc1nnc(S(=O)(=O)N(CC)CC)s1 (stereo not drawn) | -5 | 9
81 | COc1ccccc1CN(CCCN(C)C)CCCN(C)C | 3 | 34
82 | Cc1ccc(-n2nc3c(c2NC(=O)c2ccc(C(C)(C)C)cc2)CS(=O)(=O)C3)cc1 | 2 | 16
83 | COc1ccc(-c2[nH]ncc2CN2CCCC(N3CCOCC3)C2)cc1 (stereo not drawn) | 2 | 3
84 | O=C(Cn1nc(-c2ccc3c(c2)OCCO3)ccc1=O)Nc1cccc2ccccc12 | -10 | 11
85 | O=C(O)c1nc(-c2ccc([N+](=O)[O-])cc2)nc2ccccc12 | 6 | 6

entry | FBW7 activator | GPR151 activ
76 | -0.1 | 0.5
77 | 0.0 | 0.3
78 | 0.1 | 2.0
79 | -1.2 | 0.3
80 | 0.2 | -0.7
81 | 0.1 | 1.1
82 | -0.2 | 1.1
83 | 0.1 | 0.2
84 | -0.2 | 1.4
85 | 0.0 | 0.4
